Screening results: PubChem BioAssay, Fisher Drug Discovery Resource Center
hcGAS lum: inhibitors of human cGAS. Q8N884. recombinant h-cGAS, ATP depletion, Kinase-Glo luminescence. inhibition, % at 12.5 µM. hit rate 0.081% among 290,000. AID 1259398;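 note: 0% = vehicle reaction and 100% = reaction without DNA for no activity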
Target sequence (Q8N884 whole entry, looked up): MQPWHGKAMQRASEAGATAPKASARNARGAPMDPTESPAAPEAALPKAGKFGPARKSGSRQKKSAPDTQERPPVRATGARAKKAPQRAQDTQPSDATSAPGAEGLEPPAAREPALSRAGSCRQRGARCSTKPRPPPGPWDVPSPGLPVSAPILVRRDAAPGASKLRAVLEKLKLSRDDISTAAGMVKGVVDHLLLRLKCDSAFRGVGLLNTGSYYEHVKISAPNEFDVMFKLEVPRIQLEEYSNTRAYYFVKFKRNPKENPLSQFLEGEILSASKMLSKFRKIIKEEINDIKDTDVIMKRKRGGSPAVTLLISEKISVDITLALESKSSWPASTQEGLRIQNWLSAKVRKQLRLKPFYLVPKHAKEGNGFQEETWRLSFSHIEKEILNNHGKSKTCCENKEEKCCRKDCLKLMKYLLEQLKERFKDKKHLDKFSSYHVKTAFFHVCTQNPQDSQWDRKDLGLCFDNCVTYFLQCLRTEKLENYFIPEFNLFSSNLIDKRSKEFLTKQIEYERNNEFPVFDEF
mcGAS lum: inhibitors of mouse cGAS. Q8C6L5. recombinant cGAS, Kinase-Glo ATP depletion luminescence. inhibition, % at 12.5 µM. hit rate 0.15% among 160,000;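 note: 0% = negative control wells and 100% = reference inhibitor with no enzyme activity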
NPYLR7 agonist: mosquito NPYLR7 agonism; HEK293T NPYLR7/Galpha15, GCaMP6s calcium fluorescence; activation, % at 10 µM; hit rate 0.15% among 270,000; AID 1259423; in the data active = activation above about 40%;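 note: 0% = vehicle and 100% = reference agonist at the receptor; some compounds past the cut are filed as inactive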
Active calls of the source: *; x = no result given; & = joins results of further samples. Cut-off read from the data, not from the text of the source, unless noted: active = inhibition above about 40%; inactive = the rest. This is a subset. The share of hits here may be higher or lower than overall.

SMILES	hcGAS lum	mcGAS lum	NPYLR7 agonist
O=C(c1cccs1)C1CCCN(Cc2nc(-c3cnccn3)no2)C1 (stereo not drawn)	-2	-9	11
COc1cccc([C@@H]2CN(C(=O)N3CCOCC3)[C@@H]3C4CCN(CC4)[C@@H]32)c1	-7	x	5
O=C(Cc1ccsc1)N1CCN(Cc2cccc(-c3noc(-c4cccc(Cl)c4)n3)c2)CC1	-4	-7	3
CC(Oc1ccccc1)C(=O)N1CCN(CCOC(c2ccccc2)c2ccccc2)CC1 (stereo not drawn)	-13	-7	4
CN1C(=CP(=S)(N2CCOCC2)N2CCOCC2)C(C)(C)c2ccccc21	-2	-3	-3
Cc1ncc(CO)c(CN2CCCC(C(=O)c3ccccn3)C2)c1O (stereo not drawn)	-4	-18	5
Cc1cc(Cl)ccc1NC(=O)CN1CCCC1=O	-9	x	4
Cn1nc(-c2ccc3ccccc3c2)cc1[C@H]1CN2CC[C@H]1C[C@@H]2CNC(=O)Nc1cccc(C#N)c1	-5	-5	-7
CC(=O)[C@H]1CC[C@H]2[C@@H]3CC[C@H]4C[C@](C)(O)CC[C@]4(C)[C@H]3CC[C@]12C	-3	-5	1
CN1CCC(C(=O)N2CCN3C(=O)CNC(=O)C3C2)(c2ccccc2)CC1 (stereo not drawn)	-6	-11	4
CC(C)(O)C(Cl)(Cl)Cl	2	x	-21
C[N+](C)(C)CC#CCN1CCCC1=O	2	-1	7
COc1cc(C2NCc3ccc4c(c3-n3cccc32)OCO4)ccc1O (stereo not drawn)	0	x	4
O=C1NC(=O)C(CCc2ccncc2)(c2ccccc2)C(=O)N1	0	x	8
Cc1ccc(C)c(Cn2cccc(C(=O)Nc3ccc(F)c([N+](=O)[O-])c3)c2=O)c1	-11	x	13
Cn1nc(-c2ccccc2)cc1[C@H]1CN2CC[C@H]1C[C@@H]2CNC(=O)COc1ccccc1	0	-1	-12
CC(=O)O[C@H]1C[C@@H](OC(C)=O)C(C)(C)C2C[C@@H](OC(C)=O)[C@]3(C)C(CC[C@@]4(C)[C@H](c5ccoc5)C(=O)[C@H]5O[C@]543)[C@]21C (stereo partly drawn)	-7	-4	x
Cc1ccnc(CC(C)N(C)Cc2cccc(Oc3ncccn3)c2)c1 (stereo not drawn)	-7	x	1
Nc1nc(CNC2CCC3(CCNCC3)CC2)cs1	-3	x	14
CC(C)=CC1C(C(=O)OCc2cccc(Oc3ccccc3)c2)C1(C)C (stereo not drawn)	-1	x	-6
CCN(CC)P(=S)(c1ccc(C=NNC(N)=O)o1)N(CC)CC	-4	x	-6
O=C(O)COc1cc(Cl)c(Cl)cc1Cl	28	x	-10
CN(C)c1ccc2c(c1)N=C(c1ccco1)OP2(=S)N1CCOCC1 (stereo not drawn)	0	x	-3
O=C(COc1ccc(Cl)cc1)N1CCN(C(c2ccc(F)cc2)c2ccc(F)cc2)CC1	0	-1	-5
CN(C)c1ccc2c(c1)N=C(c1ccc(Cl)cc1)OP2(=S)N1CCOCC1 (stereo not drawn)	-3&-5	x	1&7
CC1(C)CN(C(=O)Cc2ccc(Cl)nc2)CCN1CC(F)(F)F	-5	x	3
O=C(CCCN1CCC2(CC1)C(=O)N(Cc1cccc(F)c1)CN2c1ccccc1)c1ccc(F)cc1	-6	x	-1
O=C1NC(=O)C(=Cc2ccc(C=C3C(=O)NC(=O)NC3=O)cc2)C(=O)N1	11	-1	-10
Cc1nc(CC(=O)N2C[C@H]3C[C@@H](C2)c2cccc(=O)n2C3)cs1	-8	-16	6
CCC1(C)CC2(CCCN(CCO)C2)CCO1 (stereo not drawn)	-6	-3	4
COP1(=S)C2=C(N3CCCC3)CCCC2=NN1c1ccccc1 (stereo not drawn)	-7	x	2
O=C1c2ccccc2-c2onc3ccc(NCCBr)c1c23	0	x	1
Cc1cc(C(=O)OCC(=O)NC(=O)NC(C)(C)C)c(C)n1C1CC1	-3	x	14
NC(=S)Nc1ccc(F)cc1	-8	x	0
CN1CCC2(CC1)CN(C(=O)CCc1cc(Cl)no1)CCN2C	-4	-18	8
C=Cn1ccnc1P(=S)(c1ccc(Cl)cc1)c1nccn1C=C	0	x	-7
NC1CC1c1ccccc1 (stereo not drawn)	0	-5	4
CN1CCC2=C[C@H](O)[C@H]3OC(=O)c4cc5c(cc4[C@H]3[C@@H]21)OCO5	-12	-6	-2
CC(Cc1cccs1)NCCC(=O)N1CCCc2ccccc21 (stereo not drawn)	2	-5	23
CC[C@@]1(O)C[C@H](O[C@H]2C[C@H](N(C)C)[C@H](O)[C@H](C)O2)c2c(cc3c(c2O)C(=O)c2c(O)ccc(O)c2C3=O)[C@H]1C(=O)OC	44*	x	9
Cc1ccc(Sc2ccc(C=C3C(=O)NC(=O)NC3=O)o2)cc1	-2	-4	3
O=C1OCC2(c3ccccn3)CC12 (stereo not drawn)	-1	x	7
NP(=O)(Oc1ccccc1Cl)Oc1ccccc1Cl	-5	x	-4
O=C(COc1ccc(F)cc1)N1CCN(Cc2cccc(-c3noc(-c4cccnc4)n3)c2)CC1	-6	-7	3
O=C(NC1(C(Cl)(Cl)Cl)OCCO1)C(Cl)(Cl)Cl	2	x	1
C=CCOC(=O)C1=C(C)OC(=N)C(C(=O)OC(C)C)C12C(=O)Nc1ccccc12 (stereo not drawn)	-1	-4	-3
COc1ccc2cc(C3SCC(=O)Nc4n[nH]c(C)c43)c(=O)n(C)c2c1 (stereo not drawn)	1	x	-2
Cc1cc(C)cc(NC(=O)c2cnn(C(C)(C)C)c2C)c1	-5&-16	x	2&9
S=P(NN=Cc1ccc(N2CCOCC2)s1)(c1ccccc1)c1ccccc1	-8	x	6
Cc1nc(CN2C[C@]3(C)C[C@H]2CC(C)(C)C3)cc(=O)[nH]1	3	1	x
Cc1ccc(-c2cc(CN3CCC4(C3)CN(C)C(=O)O4)on2)cc1 (stereo not drawn)	-7	x	-5
COc1ccc2c3c([nH]c2c1)C(C)=NCC3	-6&-3	-3	0
COCc1ncc(CN2C[C@@H]3[C@@H]4CC[C@@H](C4)[C@@H]3C2)cn1	-9	x	-1
Cn1ccnc1SCC(=O)N1CCN(C2CN3CCC2CC3)CC1 (stereo not drawn)	4	0	x
COc1c(C)cc(C(=O)C2CCCNC2)cc1C (stereo not drawn)	-6	-17	-2
CCOc1ccccc1NC(=O)N1CCN(CCOC(c2ccccc2)c2ccc(F)c(F)c2)CC1 (stereo not drawn)	-6	-8	24
Cc1cc(NC(=O)CN2[C@@H]3CC[C@H]2CC(O)C3)ccc1Cl (stereo partly drawn)	-7	-12	1
O=C(COc1cccnc1)N1CCN(C2Cc3ccccc3C2)CC1	-4	-10	6
COC(=O)C1=CCCN(C)C1	-1&-2&-3&-3&-4	-5&-3	-8&-4&0&8&6
O=C(NCc1cccc(F)c1)C(C1CCCC1)N1CCN(C(=O)Cc2cccs2)CC1 (stereo not drawn)	3	x	-2
(list continues)
SMILES	hcGAS lum	mcGAS lum	NPYLR7 agonist
C[C@@]12CO[C@H](c3ccccc3)C[C@@H]1C[C@H](N1CCN(C(=O)COc3ccccc3)CC1)C2	-5	-8	-3
Nc1c([N+](=O)[O-])cc(C(F)(F)F)cc1[N+](=O)[O-]	0	x	4
Cc1cccc2[nH]cc(C3=CCN(C(C)C(=O)N4CCOCC4)CC3)c12 (stereo not drawn)	-2	x	1
CN(C)C(=O)Oc1cc(OC(=O)N(C)C)cc(C(O)CNC(C)(C)C)c1 (stereo not drawn)	-6&-4&6	x	6&-4&1
CN(C)CC1(O)C2CN3CCN(C2)CC1(c1ccccc1)C3 (stereo not drawn)	-9	x	-3
COc1ccc(NC(=O)C(C2CCCC2)N2CCN(C(=O)COc3ccc(Cl)cc3)CC2)cc1OC (stereo not drawn)	-9	-7	-2
CCCn1ccnc1CN1CCN(C(C)C)C(C)C1 (stereo not drawn)	-8	x	2
Cc1cc(C)c(C)c(OCc2nc(CN(CCN3CCOCC3)C(=O)Cc3ccccc3)cs2)c1	-7	-7	x
Clc1ccc(C2NCCc3[nH]cnc32)c(Cl)c1 (stereo not drawn)	-5	x	1
CC1=C2C[C@H]3[C@@H](CC=C4C[C@@H](O)CC[C@@]43C)[C@@H]2CC[C@]12O[C@@H]1C[C@H](C)CN[C@H]1[C@H]2C	-8	-9	4
NCCc1nc(N)n[nH]1	0	x	-15
CCC(C)(C)C(=O)NC1CCSC1=O (stereo not drawn)	8	x	1
CC(C)(C)c1o[nH]c(=O)c1CC(N)C(=O)O (stereo not drawn)	-2	-4	6
CC(C)NC(=O)c1cn(Cc2ccccc2)cc(C(=O)N2CCCC(c3ccccc3)CC2)c1=O (stereo not drawn)	-11	x	10
Cc1noc(C)c1CCC(=O)N1CCN2CCN(C)C(=O)C2C1 (stereo not drawn)	0	-14	0
CCOC1Oc2ccc(OS(C)(=O)=O)cc2C1(C)C (stereo not drawn)	-4	-7	2
COc1ccc(C)cc1CCNC1CCC(C)CC1 (stereo not drawn)	-4	x	2
Brc1ccc2[nH]cc(CNCCN3CCOCC3)c2c1	-3	x	3
NCCc1c[nH]c2ccc(O)cc12	-3&-3	-3	-6&1
COCCNC(=O)c1nn(Cc2ccc(OCc3ccccc3)cc2)c2ccc(OC)cc12	-5	-5	12
CCC1(C(=O)c2ccc(C)cc2)C2c3cc(Br)ccc3OC(=O)C21C(=O)OC (stereo not drawn)	-2	-8	-7
CC(C)SCC(=O)N1CCN2CCN(C)CC2C1 (stereo not drawn)	-7	-11	-1
O=C(Nc1ccccc1C(F)(F)F)c1cccn(Cc2ccc(C(F)(F)F)cc2)c1=O	-9	x	10
OCC1N(Cc2ccccn2)C2CCC1(O)CC2 (stereo not drawn)	0	0	-5
Nc1nc(N2CCNCC2)cc(=O)[nH]1	-3	x	-10
c1ccc(CCCN2CCN(CCOC(c3ccccc3)c3ccccc3)CC2)cc1	4	0	-5
Cc1cc(C(=O)NCc2ccc(F)cc2)c(C)n1C1CC1	-9	-3	-1
CCOC(=O)C1C(=N)Oc2c(c(=O)oc3ccccc23)C1c1cccc(Cl)c1 (stereo not drawn)	-2	-5	-1
COc1ccc(OC)c(NC(=O)c2cccn(Cc3cccc(C)c3)c2=O)c1	-13	x	13
O=C1OC2(CCN(Cc3cc4n(n3)CCCNC4)CC2)c2ccccc21	-4	x	17
CC1N(Cc2ccccc2)CC12CCCCC2 (stereo not drawn)	-2	x	-10
CC(C)(C)c1ccc(S(=O)(=O)N(CCS(=O)(=O)F)CCS(=O)(=O)F)cc1	-4	-10	-5
Brc1cc(CN2CCC3(C2)OCCO3)c2ncccc2c1	5	x	1
Cc1ccc(-n2cc(C3=CCN(CCNC(N)=O)CC3)cn2)c(C)c1	-5	-10	2
CN(C)c1ccc(C=C2C(=O)NC(=S)NC2=O)cc1[N+](=O)[O-]	-2	-4	15
O=[N+]([O-])c1cc(CN2CCN(CCOC(c3ccccc3)c3ccccc3)CC2)cs1	-9	-7	3
c1ccn2c3c(nc2c1)CCNC31CCCCC1	-6	x	6
CC1=[N+]([O-])C2(CC(C)(C)NC(C)(C)C2)NC1(C)C	-5	x	-12
COC(=O)c1ccc(NC(=O)c2cccn(Cc3ccc(C(F)(F)F)cc3)c2=O)cc1	-14	x	14
COc1ccccc1[C@H]1CN(C(=O)c2cc(C)c[nH]2)[C@@H]2C3CCN(CC3)[C@H]12	-3	x	9
O=C(c1ccc(Cl)cc1)N1CCSC12CCNCC2	-4	x	13
CCOC(=O)C1C(=N)Oc2cc(C)n(C)c(=O)c2C12C(=O)N(C)c1ccccc12 (stereo not drawn)	-10	-6	-1
O=c1cccc2n1C[C@H]1CNCC2C1	-4	x	-4
CC(C)n1[nH]c(=O)c2c1NC(=O)CSC2c1cccc([N+](=O)[O-])c1 (stereo not drawn)	2	x	-17
CCCCn1c(CN2CC=C(c3ccccc3)CC2)cnc1S(=O)(=O)CC	-6	-10	6
OCC(CO)N1CCC2(CCNCC2)CC1	-1	x	-5
O=C(O)COc1ccc(Cl)cc1Cl	29	x	-17
CCCC1=C(C(=O)OCC)C2(C(=O)Nc3ccccc32)C(C#N)C(=N)O1 (stereo not drawn)	-4	-1	-6
CCOc1ccc2ccccc2c1C=C1C(=O)NC(=O)NC1=O	-5	-7	-11
CON(C)C(=O)c1c2c(nc3ccccc13)CCN(C)C2	-7	x	2

Compounds from the list above with an NH in an aromatic ring, in the order listed:
SMILES	hcGAS lum	mcGAS lum	NPYLR7 agonist
COc1ccc2cc(C3SCC(=O)Nc4n[nH]c(C)c43)c(=O)n(C)c2c1 (stereo not drawn)	1	x	-2
Cc1nc(CN2C[C@]3(C)C[C@H]2CC(C)(C)C3)cc(=O)[nH]1	3	1	x
COc1ccc2c3c([nH]c2c1)C(C)=NCC3	-6&-3	-3	0
Cc1cccc2[nH]cc(C3=CCN(C(C)C(=O)N4CCOCC4)CC3)c12 (stereo not drawn)	-2	x	1
Clc1ccc(C2NCCc3[nH]cnc32)c(Cl)c1 (stereo not drawn)	-5	x	1
NCCc1nc(N)n[nH]1	0	x	-15
CC(C)(C)c1o[nH]c(=O)c1CC(N)C(=O)O (stereo not drawn)	-2	-4	6
Brc1ccc2[nH]cc(CNCCN3CCOCC3)c2c1	-3	x	3
NCCc1c[nH]c2ccc(O)cc12	-3&-3	-3	-6&1
Nc1nc(N2CCNCC2)cc(=O)[nH]1	-3	x	-10
COc1ccccc1[C@H]1CN(C(=O)c2cc(C)c[nH]2)[C@@H]2C3CCN(CC3)[C@H]12	-3	x	9
CC(C)n1[nH]c(=O)c2c1NC(=O)CSC2c1cccc([N+](=O)[O-])c1 (stereo not drawn)	2	x	-17
